G6PDH CS: L. mesenteroides G6PDH inhibition counter-screen | Purified L. mesenteroides G6PDH, diaphorase/resazurin coupled fluorescence, 45 min | hit rate 0.12% among 200,000 | inhibition, % at 5 µM; in the data active = inhibition above about 50%
PMI act: increases human mannose-6-phosphate isomerase activity | P34949 | purified human PMI, coupled resazurin fluorescence, 20 min; active compounds read high; 1 = vehicle control, 0 substrate-free wells | activation factor at 20 µM | hit rate 0.005% among 190,000;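 active = activation factor of 2 or more at 20 µM, relative to plate controls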
TR-FRET SRC-2 ct: TR-FRET artefact, counter-screen to PPARgamma/SRC-2 agonist assay; active compounds read high; TR-FRET ratio at 8 µM; hit rate 0.4% among 200,000; AID 1049; in the data active = TR-FRET ratio above about 2000; note: inactives centre near 1500
Diaph act CS: diaphorase activation or chemical reduction counter-screen. hit rate 0.005% among 190,000. Diaphorase/resazurin coupled assay, resorufin fluorescence, 16 min; active compounds read high; 1 = vehicle wells, 0 = NADH-free wells. AID 1229. activation factor at 20 µM;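 active = diaphorase activity raised at least twofold by the compound at 20 µM; inactive = activation factor below 2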
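Measured by – red resorufin fluorescence at 544/590 nm excitation/emission · Test system – Clostridium kluyveri diaphorase, purified enzyme · Incubation – reaction time 16 min, room temperature · Buffer or medium – 50 mM HEPES pH 7.4 with 4.542 mM MgCl2, 0.005% Tween 20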
PMI act hi M6P: PMI (human) activation, high substrate; P34949; activation factor at 20 µM; AID 1216; hit rate 0.34% among 190,000; coupled PMI enzyme assay, resazurin fluorescence, 20 min; active compounds read high; 1 = untreated enzyme, 0 = substrate-free blank;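 active = activation factor of 2 or more at 20 µM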
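Material: human phosphomannose isomerase with PGI, G6PDH, diaphorase coupling enzymes / Reagent: Man-6-P substrate 1.0 mM / Dosing: single compound dose of 20 µM, 1% DMSO final / Incubation: enzyme reaction with compound 20 min at room temperature / Signal: resorufin fluorescence (Ex 544/Em 590 nm) from resazurin via diaphorase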
S1P3 antag: blocks the human S1P3 receptor | Q99500 | CHO S1P3 NFAT-BLA reporter, FRET fluorescence, antagonist mode | inhibition, % at 4.98 µM | hit rate 0.27% among 170,000;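 active = inhibition above the plate cutoff, the mean inhibition of test wells on that plate plus 3 SD, cut at about 28% in these data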;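 note: cells challenged with S1P at its EC80 of 0.8 µM; blue over green emission ratio from cleaved BLA substrate after 4 h stimulation; 0% = S1P-stimulated wells and 100% = unstimulated DMSO-only wells; some compounds past the cut are filed as inactive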
Target sequence (Q99500 whole entry, looked up): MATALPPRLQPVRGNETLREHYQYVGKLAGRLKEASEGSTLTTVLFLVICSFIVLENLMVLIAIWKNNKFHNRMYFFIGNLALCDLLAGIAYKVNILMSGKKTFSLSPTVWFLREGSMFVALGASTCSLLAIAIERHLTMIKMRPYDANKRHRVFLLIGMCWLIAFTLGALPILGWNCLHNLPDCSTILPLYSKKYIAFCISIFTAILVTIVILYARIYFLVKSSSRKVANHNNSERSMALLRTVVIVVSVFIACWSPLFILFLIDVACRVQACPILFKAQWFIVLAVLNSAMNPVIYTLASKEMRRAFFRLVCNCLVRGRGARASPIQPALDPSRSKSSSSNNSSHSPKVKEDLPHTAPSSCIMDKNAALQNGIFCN
PPARg SRC3 recr: PPARgamma-driven SRC-3 recruitment agonism. hit rate 0.26% among 200,000. P37231. biochemical PPARgamma/SRC-3 coactivator recruitment assay. activation, % at 8 µM; in the data active = activation above about 23%;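 note: 0% = DMSO and 100% = reference agonist; some compounds past the cut are filed as inactive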
Target sequence (P37231 whole entry, looked up): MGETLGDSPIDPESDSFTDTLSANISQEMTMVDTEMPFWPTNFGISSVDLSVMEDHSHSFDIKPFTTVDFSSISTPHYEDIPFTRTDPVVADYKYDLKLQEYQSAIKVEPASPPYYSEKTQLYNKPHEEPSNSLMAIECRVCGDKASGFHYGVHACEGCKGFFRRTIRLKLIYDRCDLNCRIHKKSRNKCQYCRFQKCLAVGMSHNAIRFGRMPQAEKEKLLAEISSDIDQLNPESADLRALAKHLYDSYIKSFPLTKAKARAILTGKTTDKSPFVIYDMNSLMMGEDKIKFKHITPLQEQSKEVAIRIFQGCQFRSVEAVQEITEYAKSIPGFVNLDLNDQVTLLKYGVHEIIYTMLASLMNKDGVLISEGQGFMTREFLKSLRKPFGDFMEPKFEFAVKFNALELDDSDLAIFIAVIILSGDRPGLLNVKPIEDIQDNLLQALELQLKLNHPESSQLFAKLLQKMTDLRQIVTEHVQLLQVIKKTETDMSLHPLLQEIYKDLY
Diaph inh CS: inhibits diaphorase or chemically oxidizes, flagging diaphorase assay artifacts | diaphorase resazurin-to-resorufin fluorescence, NADH, 16 min; bacterial (C. kluyveri) enzyme, not human | inhibition, % at 20 µM | hit rate 0.69% among 190,000;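 active = primary screen inhibition at 20 µM above a set limit, cut at about 50% in these data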;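 note: plate controls were DMSO with full reaction for no effect and wells lacking NADH for full effect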
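Test system: bacterial diaphorase enzyme (C. kluyveri); Quantity: 0.14 U/mL diaphorase, enzyme working solution; Times: reaction incubation of 16 min at room temperature; Measured by: fluorescence of resorufin formed from resazurin, Ex 544/Em 590 nm; Benchmarks: positive control minus NADH, DMSO neutral control.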
ROMK mod: modulates human ROMK potassium channel activity; hit rate 2% among 130,000; P48048; AID 1918; B-score at 10 µM; Tet-inducible ROMK, thallium flux fluorescence; actives lie on both sides;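 active = signal ratio slope over the read window, or its plate-corrected B-score, at least 3 SD from the plate mean, either direction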;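 note: B-score of the F/F0 ratio slope over 7 to 12 s after thallium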
PPARg SRC-2 ag: promotes SRC-2 coactivator recruitment by human PPARgamma | P37231 | PPARgamma LBD-SRC-2 recruitment, biochemical | activation, % at 8 µM | hit rate 0.34% among 200,000 | AID 1032; in the data active = activation above about 22%;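 note: 0% = vehicle and 100% = reference agonist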
PPARg SRC1 recr: PPARgamma-driven SRC-1 recruitment agonism. PPARgamma-SRC-1 coactivator recruitment biochemical assay. activation, % at 8 µM. hit rate 0.41% among 200,000. AID 631; in the data active = activation above about 19%;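 note: 0% = DMSO and 100% = reference agonist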
The depositor's hits bear a star; x = no result given.

Start of the listing, in advance (seven entries):
mol	TR-FRET SRC-2 ct	PPARg SRC3 recr	PPARg SRC-2 ag	G6PDH CS	S1P3 antag	PMI act	Diaph inh CS	PMI act hi M6P	ROMK mod	PPARg SRC1 recr	Diaph act CS
O=[N+]([O-])c1ccc(N2CCCCCC2)c([N+](=O)[O-])c1	1494	6.5	8.3	-15.2	x	0.9	16.0	0.9	x	1.2	0.8
O=C1c2[nH]nc(-c3ccccc3O)c2C(c2ccccc2F)N1Cc1ccco1 (stereo not given)	1467	0.0	-1.0	2.5	-37.5	0.8	33.1	0.8	-1.66	-5.7	0.7
COc1ccc(-c2cn3cccnc3n2)cc1	1567	-3.6	-2.2	2.1	-3.4	1.1	6.2	1	x	6.1	0.9
CCNc1nc(NCc2ccccc2)nc(Oc2ccc(=O)[nH]n2)n1	1646	-3.6	0.3	15.0	-29.3	0.9	6.0	0.9	x	2.8	0.9
CN(C)c1ccc(NC(=O)CN2CCC(O)(c3ccccc3)CC2)cc1	1601	2.5	3.8	17.3	-7.4	0.8	15.7	0.8	-0.322	2.4	0.8
O=C(CN1CCN(C(=O)c2ccco2)CC1)Nc1cc(Cl)ccc1Cl	1510	-0.8	-4.6	-2.0	x	1	5.7	1	x	-2.0	0.9
Cc1ccc(S(=O)(=O)N(C)Cc2nc(-c3ccc(Br)cc3)no2)cc1	1447	-7.4	-7.8	5.8	-19.6	0.9	24.8	1	x	7.5	0.8

All compounds of this part, previewed entries included:
mol	TR-FRET SRC-2 ct	PPARg SRC3 recr	PPARg SRC-2 ag	G6PDH CS	S1P3 antag	PMI act	Diaph inh CS	PMI act hi M6P	ROMK mod	PPARg SRC1 recr	Diaph act CS
O=[N+]([O-])c1ccc(N2CCCCCC2)c([N+](=O)[O-])c1	1494	6.5	8.3	-15.2	x	0.9	16.0	0.9	x	1.2	0.8
O=C1c2[nH]nc(-c3ccccc3O)c2C(c2ccccc2F)N1Cc1ccco1 (stereo not given)	1467	0.0	-1.0	2.5	-37.5	0.8	33.1	0.8	-1.66	-5.7	0.7
COc1ccc(-c2cn3cccnc3n2)cc1	1567	-3.6	-2.2	2.1	-3.4	1.1	6.2	1	x	6.1	0.9
CCNc1nc(NCc2ccccc2)nc(Oc2ccc(=O)[nH]n2)n1	1646	-3.6	0.3	15.0	-29.3	0.9	6.0	0.9	x	2.8	0.9
CN(C)c1ccc(NC(=O)CN2CCC(O)(c3ccccc3)CC2)cc1	1601	2.5	3.8	17.3	-7.4	0.8	15.7	0.8	-0.322	2.4	0.8
O=C(CN1CCN(C(=O)c2ccco2)CC1)Nc1cc(Cl)ccc1Cl	1510	-0.8	-4.6	-2.0	x	1	5.7	1	x	-2.0	0.9
Cc1ccc(S(=O)(=O)N(C)Cc2nc(-c3ccc(Br)cc3)no2)cc1	1447	-7.4	-7.8	5.8	-19.6	0.9	24.8	1	x	7.5	0.8
CCc1ccc(C2c3[nH]c4ccccc4c3CCN2C(=O)CN2CCN(CC)CC2)cc1 (stereo not given)	1537	-2.0	-2.9	9.5	-1.7	0.9	1.0	1	0.268	6.3	1
COC(=O)Nc1ccc(S(=O)(=O)N2CCCC(C(=O)O)C2)cc1 (stereo not given)	1520	1.1	-8.4	9.1	1.6	0.9	20.9	0.9	-0.458	-8.3	0.8
C/C(CC1(O)C(=O)Nc2ccccc21)=N\O (stereo not given)	1424	2.2	7.1	5.8	x	1	-1.3	1	1.21	3.7	1
COc1cc(NS(=O)(=O)c2ccc(C)c(C)c2)c(OC)cc1Cl	1581	0.3	2.8	8.5	x	0.9	16.3	1	0.14	4.0	0.8
CCN(CC)CC(=O)Nc1ccc(-c2nc3cc(NC(=O)CN(CC)CC)ccc3o2)cc1	1350	-7.0	3.9	2.5	3.2	0.9	-11.9	1	x	-9.2	1.1
CC1(C)Cc2c(C#N)c(N3CCN(C(=O)c4ccccc4)CC3)nc(Cc3ccccc3)c2CO1	1359	-11.8	-4.1	12.8	x	1	11.3	1	0.498	4.8	0.9
COc1ccc2c(c1)cc(C)c1nnc(SCC(=O)N(C)c3nc(-c4ccccc4)cs3)n12	1503	14.7	10.6	7.8	x	1	8.6	1	x	6.3	0.9
O=C(O)CCn1cc(/C=C2\NC(=S)N(c3ccccc3)C2=O)c(-c2ccc(Br)cc2)n1	1588	-0.3	0.2	2.1	-18.6	1	22.6	1	0.286	-2.7	0.8
CCCCNC(=O)CN1C(=O)c2cccc(N)c2C1=O	1422	0.0	3.4	2.7	10.8	1	1.0	1	-2.46	-7.5	1
c1ccc(C2CC(c3ccccc3)n3ncnc3N2)cc1 (stereo not given)	1388	4.9	0.0	4.2	-9.8	1	19.2	1	0.304	-5.1	0.8
CN(C)CCOC(=O)CCc1ccccc1	1755	10.0	1.3	0.6	10.8	0.9	8.3	1	1.09	8.9	0.9
O=[N+]([O-])c1ccc(N/N=C2/CCCCC2c2ccccn2)cc1 (stereo not given)	1729	6.0	-5.6	-17.1	-1.7	1	23.3	1.1	x	5.2	0.8
c1ccc2c(c1)C(=Nn1cnnc1)c1ccccc1-2	1522	-13.2	5.8	-16.6	x	0.9	13.3	0.9	-0.146	-2.4	0.9
O=C(NCCCNc1ccc([N+](=O)[O-])cc1)C(F)(F)F	1544	0.2	3.0	5.7	-12.9	1	-6.8	1	-0.929	4.8	1.1
COc1ccc2c(C)nc(N/C(N)=N/S(=O)(=O)c3ccc(C)cc3)nc2c1	1486	-6.6	-10.2	7.5	-6.2	1	15.4	1	0.154	-5.1	0.8
Cc1onc(-c2c(F)cccc2Cl)c1C(=O)NC(=S)NC1CCS(=O)(=O)C1 (stereo not given)	1364	1.1	3.8	5.2	-3.7	1	13.9	1	0.238	-12.2	0.9
Cc1cccc(C(=O)n2c(=S)nc3ccccn32)c1	1446	5.3	-7.0	-2.0	x	0.8	9.1	1	1.26	-1.1	0.9
Cc1cc(/C=N/NC(N)=S)c(C)n1-c1cccc(Cl)c1	1330	1.0	-3.2	6.3	-7.5	1.3	14.3	1.3	2.21	-0.6	0.9
CCOC(=O)C1=C(C)N(c2ccc(C)c(C)c2)C(=O)/C1=C\c1ccco1	1472	-10.0	2.0	10.3	x	1	13.5	1	-1.66	2.5	0.9
CN(C)S(=O)(=O)c1ccc(N2CCCC2)c(C(=O)Nc2nc3ccccc3s2)c1	1617	2.1	7.2	0.9	-0.9	0.8	20.9	0.9	-0.0627	8.7	0.8
COc1ccccc1C(=O)OCc1ccc2sc(C)nc2c1	1487	3.9	12.6	6.9	18.9	1	-8.8	1	-0.39	4.4	1.1
COc1ccc(/C=N/NC(=O)Cc2csc(Nc3cccc(C(F)(F)F)c3)n2)c(OC)c1	1651	4.6	7.2	4.4	x	0.8	25.8	0.9	x	2.9	0.7
CCCOc1ccc(C(=O)NCCO)cc1	1612	-6.3	2.3	1.0	x	0.9	15.3	0.9	0.589	-0.1	0.8
COc1ccc(OCCCC(=O)Nc2ccc3c(c2)OCCO3)cc1	1584	-0.4	3.0	2.4	12.0	1	-2.5	1	x	-0.5	1
Cc1nc(N)nc(-c2ccccc2O)n1	1656	5.3	9.2	13.2	x	0.8	8.1	0.9	0.172	1.6	0.9
CCN1CCN(CC(=O)n2c3c(c4ccccc42)CC(C)CC3)CC1 (stereo not given)	1702	-0.5	14.4	-38.3	-5.8	0.9	10.7	1	-1.05	3.9	0.9
Cc1ccc(/C=N/c2sc3c(c2C#N)CCC3)o1	1665	2.6	11.1	4.3	x	0.8	-1.0	0.9	x	10.6	1
O=C(c1ccc2nc(N3CCCCC3)sc2c1)N1CCN(c2ccccn2)CC1	x	x	x	9.8	-1.6	0.8	21.6	0.8	x	x	0.8
COc1cc(CC(=O)Nc2nccs2)cc(OC)c1OC	1710	-0.4	5.2	4.6	-6.8	1	18.2	0.9	-0.605	13.9	0.8
COC(=O)C(NC(C)=O)(Nc1nc2ccc(S(C)(=O)=O)cc2s1)C(F)(F)F (stereo not given)	1398	-9.0	0.0	19.0	x	0.9	-2.7	1	x	-1.8	1
CCOC(=O)c1c(C)[nH]c(C(=O)CSc2nccc(C)n2)c1C	1767	6.2	-2.2	-9.6	-13.1	1.1	5.4	1.1	x	1.5	0.9
CC(C)OCP(=O)(c1ccccc1)c1ccccc1	1589	3.5	-0.7	-1.2	-11.4	1.1	6.3	1	x	7.8	0.9
CC(C)NC(=O)c1ccc(-n2c(=S)[nH]c3ccccc3c2=O)cc1	1661	-1.4	10.1	-2.6	8.1	1	24.2	1	0.0739	9.1	0.8
Cc1cc(C)c(NC(=O)CC(C)(C)C)c(Cl)c1	1555	-11.6	0.7	5.1	x	1.1	-3.2	1.1	x	-4.2	1
COC(=O)Nc1ccccc1C(=O)N1CCCCC1	1714	9.1	7.0	22.5	-1.7	1	-13.1	1.1	0.438	4.9	1.1
COc1ccc(C(=O)c2sc3nc(C)cc(-c4cccs4)c3c2N)cc1OC	1636	2.9	2.1	-1.6	18.1	1.2	26.2	1.1	x	3.7	0.7
CCCCN1C(=O)C2C3C=CC(C2C1=O)C1C2C(=O)N(CCCC)C(=O)C2C31 (stereo not given)	1346	-8.4	-2.9	31.2	1.6	0.9	1.9	0.6	x	-1.3	1
COC(=O)CCCNC(=O)CC1C(=O)NCCN1Cc1ccoc1 (stereo not given)	1499	2.6	7.6	8.3	-11.2	0.9	2.8	1	0.111	5.0	1
Cc1ccccc1C(=O)NC(CC(C)C)C(=O)NN1C(=O)c2ccccc2C1=O (stereo not given)	1714	-2.9	8.1	-0.6	-10.2	1.1	-7.4	1.1	1.42	12.9	1.1
CC1CCCCC1NC(=O)CO/N=C/c1ccc(OC(F)F)cc1 (stereo not given)	1423	-7.6	-3.2	-0.7	-17.8	1	13.9	1	-1.17	-2.5	0.9
CCOC(=O)N1CCN(C(=O)c2cnn(-c3ccccc3)c2NC(=O)c2ccccc2F)CC1	x	x	x	11.7	9.7	0.9	-7.9	1.1	x	x	1.1
N#CC1=C(N)Oc2cc(O)ccc2C1c1ccccc1 (stereo not given)	1647	2.0	6.7	1.3	-41.0	0.9	14.9	0.9	x	5.7	0.9
O=C(NC1CCCCC1)C(c1ccccc1)N1CCCC1 (stereo not given)	1548	0.9	2.0	-7.2	x	1	3.3	1	x	5.0	1

Screening data deposited in PubChem by several laboratories.
